# From PubChem
# NLRP3 yeast inh = blocks the NALP3 inflammasome reconstituted in yeast. Yeast reconstituted NLRP3/ASC/caspase-1, beta-gal luminescence, 24 h. inhibition, % at 10 µM. hit rate 0.39% among 330,000;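 active means inhibition of 50% or more; inactive means inhibition below 50%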;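 further: plate controls were induced DMSO wells for no effect and uninduced yeast grown without galactose for full effect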
# APJ agonist = agonists of human APJ apelin receptor. hit rate 0.11% among 330,000. P35414. activation, % at 20 µM. CHO-K1 APJ PathHunter beta-arrestin, luminescence; 0% DMSO wells, 100% apelin;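 active means activation more than six SD over the plate average, tested at 20 µM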;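 further: 0% = DMSO alone and 100% = apelin-13 at 10 nM; some results filed as inactive read as strong as hits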
# Target sequence (P35414 whole entry, looked up): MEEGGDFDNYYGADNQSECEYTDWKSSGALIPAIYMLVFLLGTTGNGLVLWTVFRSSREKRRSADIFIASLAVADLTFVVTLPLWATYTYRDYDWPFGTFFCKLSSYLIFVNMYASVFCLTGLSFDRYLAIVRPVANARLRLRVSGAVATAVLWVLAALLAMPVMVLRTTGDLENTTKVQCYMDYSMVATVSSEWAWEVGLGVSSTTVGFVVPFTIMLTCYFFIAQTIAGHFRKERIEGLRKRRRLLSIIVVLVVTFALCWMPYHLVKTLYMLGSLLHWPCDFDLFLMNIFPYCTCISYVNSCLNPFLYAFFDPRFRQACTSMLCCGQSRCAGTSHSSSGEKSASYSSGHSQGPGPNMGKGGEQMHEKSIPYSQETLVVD
#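 Test system: CHO-K1 APJ beta-arrestin complementation cell line. Amount: cell density 1000 per well. Controls: DMSO negative, 10 nM Apelin-13 positive. Signal: luminescent beta-gal fragment complementation, chemiluminescent substrate. Read-out basis: agonist-driven arrestin binding to APJ. Timing: compound stimulation 90 min at 25 °C, detection 60 min.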
# TIM10 inh = TIM10 yeast growth inhibition; hit rate 1.4% among 330,000; S. cerevisiae TIM10 strain growth, BacTiter-Glo luminescence, 24 h; inhibition, % at 10 µM;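 active means inhibition of 40% or more at the single tested concentration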;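 further: wild-type TIM10 isogenic control strain grown at permissive 25 °C; 0% = DMSO yeast wells and 100% = minimal medium wells without yeast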
# tim23-1 inh = tim23-1 yeast growth inhibition. inhibition, % at 20 µM. hit rate 1.3% among 330,000. S. cerevisiae tim23-1 growth, BacTiter-Glo luminescence, 24 h;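 active means growth inhibition of the mutant yeast at or above 50%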;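 further: temperature-sensitive mutant grown at 25 °C; plate controls were DMSO-treated mutant yeast for no effect and medium wells lacking yeast for full effect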
# UPR XBP1 act = adaptive UPR (XBP1) activation. CHO-XBP1 luciferase reporter, IRE1-XBP1 UPR activation, luminescence; percent of tunicamycin response, DMSO as zero. activation, % at 20 µM. hit rate 0.33% among 330,000;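 active means versus positive control, 20 µM dose yields 30% or more activation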;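 further: 100% = tunicamycin at 10 µg/mL and 0% = DMSO only wells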
#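 Material: CHO cell line with stable XBP1 luciferase reporter; buffer or medium: F12 medium containing 10% fetal bovine serum; compound: single point, 20 µM final compound, 1% DMSO; incubation: 6 h treatment, 37 °C; measured by: glow luminescence from Steady-Glo reagent; evaluation: activation, % of tunicamycin; control set: tunicamycin high, DMSO low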
# NR3A LBD binder = modulates the human NR3A ligand-binding domain. NR3A LBD differential scanning fluorimetry, Tm shift; 0% = protein alone, 100% = glycine-bound protein. Tm shift relative to glycine control, % at 25 µM. hit rate 2.5% among 340,000. AID 1259313;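 active means melting temperature shift of at least 10% of the positive control shift, at one fixed dose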
# tim10-1 inh = growth inhibitors of tim10-1 mutant yeast; S. cerevisiae tim10-1 ts strain growth, BacTiter-Glo, 24 h; inhibition, % at 20 µM; hit rate 2.2% among 330,000;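 active means inhibition of at least 40%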;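 further: mutant grown at 25 °C; 0% = DMSO wells with yeast and 100% = wells holding no yeast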
# Mdm2-MdmX inh = human Mdm2/MdmX binding inhibition; AID 485346; inhibition, % at 8 µM; SaOS-2 split-luciferase Mdm2/MdmX complementation, luminescence; hit rate 3% among 330,000;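 active means inhibition of at least 50% at 8 µM in the primary screen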
# CHOP UPR activ = apoptotic UPR (CHOP) activation. CHO-CHOP luciferase reporter, luminescence; percent of tunicamycin response over DMSO baseline. activation, % at 10 µM. hit rate 0.34% among 330,000. AID 449763;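 active means at 10 µM dose, activation of 40% or more, normalized to positive control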;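 further: 100% = tunicamycin at 10 µg/mL and 0% = DMSO alone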
#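 Dosing – one dose, 10 µM in 0.5% DMSO · System – CHO-CHOP cells, stable luciferase reporter of PERK-eIF2a-CHOP signalling · Input – 500 cells/well · Control set – tunicamycin 10 µg/mL final as positive, DMSO-only wells as negative · Timing – 6 h compound treatment, 37 °C · Measure – % activation vs tunicamycin · Technique – luminescence read with Steady-Glo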
# Active calls of the source: *; / = not tested or not shown.
SMILES,NLRP3 yeast inh,APJ agonist,TIM10 inh,tim23-1 inh,UPR XBP1 act,NR3A LBD binder,tim10-1 inh,Mdm2-MdmX inh,CHOP UPR activ
CCOC(=O)C1=C(CN2CCCCCC2)NC(=O)NC1c1cccc([N+](=O)[O-])c1 (stereo not given),6,-2,-20,13,-2,0,12,12,0.7
COc1ccc(Cl)cc1NC(=S)N1CCN(S(C)(=O)=O)CC1,7,-6,-1,21,-1,1,-12,8,0.2
Cc1ccsc1/C=C/c1ccc2ccccc2n1,2,1,3,14,-4,1,16,-90,0.3
CN(C)c1ccc(P(=O)(OCc2ccccc2)C(O)c2ccccc2F)cc1 (stereo not given),16,-2,14,7,-5,-1,7,4,-0.8
COc1ccc(N=C2S/C(=C\c3ccc(C)o3)C(=O)N2CC(C)C)cc1,14,-1,-26,-4,-3,5,5,14,-1.4
CNC(=O)c1ccccc1NC(=O)c1cccc(S(=O)(=O)N2CCCCC2)c1,-7,0,12,20,1,-2,22,3,0.6
CCn1cc(C(=O)NC2CCCCCC2)c2cc(OC)c(OC)cc2c1=O,25,3,1,31,-2,0,14,7,-0.1
O=C(C1CCCO1)N1CCN(C(c2ccccc2)c2ccccc2)CC1 (stereo not given),3,-3,3,5,-4,-1,13,18,-0.5
CCc1noc(C)c1C(=O)OCC(=O)NCc1ccc(Cl)cc1,14,-3,-14,-4,-2,1,-22,-5,-0.1
COc1ccc(/C=C/C(=O)NC(=S)N2CCN(c3ccccn3)CC2)cc1OC,17,0,19,11,3,2,22,2,0.7
O=C(N1CCN(c2ccccc2F)CC1)C1(c2cccs2)CCOCC1,5,-2,-12,27,-1,1,39,1,3.7
CCn1c(SCC(=O)N2CCN(c3ccccc3)CC2)nnc1-c1cc2cc(Cl)ccc2o1,12,-5,15,6,0,2,19,38,-1.2
CCCCC(=O)Nc1ccc(Br)cn1,0,6,7,4,3,3,15,-19,5.6
CN(CC(=O)Nc1cccc(F)c1)CC(=O)Nc1cccc(S(N)(=O)=O)c1,-14,1,-11,21,-4,0,21,-11,2.7
COc1ccccc1NC(=O)c1ccccc1-c1ccccc1C(=O)O,1,-3,-5,7,0,-1,4,24,-0.3
CCc1cc(C(=O)N2CCN(c3ncccn3)CC2)sc1C,24,0,10,22,-1,-2,25,19,0.8
CC(C)C(=O)Nc1ccc2oc(=O)ccc2c1,-4,-1,-17,18,0,0,19,4,-0.9
O=C(COC(=O)COc1ccc(Br)cc1)NCc1ccccc1,5,-5,-8,9,0,8,9,-9,-2.3
COc1cccc(Nc2nc(C)cc(C)c2C(N)=O)c1,8,-2,-6,2,-3,-1,0,25,1.2
CCOc1ccc(C(=O)NC(=S)Nc2cccc(S(=O)(=O)NC3=NCCC3)c2)cc1,7,-6,-2,-1,3,3,15,50,0.2

# Next part, starting with the last four of the part before.
SMILES,NLRP3 yeast inh,APJ agonist,TIM10 inh,tim23-1 inh,UPR XBP1 act,NR3A LBD binder,tim10-1 inh,Mdm2-MdmX inh,CHOP UPR activ
CC(C)C(=O)Nc1ccc2oc(=O)ccc2c1,-4,-1,-17,18,0,0,19,4,-0.9
O=C(COC(=O)COc1ccc(Br)cc1)NCc1ccccc1,5,-5,-8,9,0,8,9,-9,-2.3
COc1cccc(Nc2nc(C)cc(C)c2C(N)=O)c1,8,-2,-6,2,-3,-1,0,25,1.2
CCOc1ccc(C(=O)NC(=S)Nc2cccc(S(=O)(=O)NC3=NCCC3)c2)cc1,7,-6,-2,-1,3,3,15,50,0.2
CCC(CC)NC(=O)c1cc([N+](=O)[O-])ccc1N1CCOCC1,-8,-3,-2,9,1,-1,-12,-10,-0.1
COc1cc(C(=O)Nc2cccc(C(C)=O)c2)cc(OC)c1OC,13,-1,8,4,-3,2,3,14,0.9
CCc1cc2cccc(C)c2nc1SCC(=O)Nc1nonc1C,10,-3,5,-3,0,2,9,-19,5.1
CC(Oc1ccc(F)cc1)C(=O)Oc1ccc(N(C)S(=O)(=O)c2ccccc2)cc1 (stereo not given),-3,-1,3,6,1,3,18,8,0.5
Fc1ccc(C(CNC(=S)NC2CCCCC2)N2CCOCC2)cc1 (stereo not given),18,-4,0,-13,-2,-1,12,4,-1.0
COc1ccc(C2/C(=C(\O)c3cccc(OC)c3)C(=O)C(=O)N2c2ccccn2)cc1 (stereo not given),5,-2,-3,-10,2,-1,11,20,-1.9
O=C(O)c1ccc2ncsc2c1,1,-2,10,1,-2,-3,-5,5,-0.2
COc1ccc(NC(=O)CSc2nnc(C3CC3)n2N)cc1,7,-6,-20,7,-2,0,5,12,-0.6
CN1CCC(OC(=O)Cc2ccc(Cl)cc2)CC1,8,-3,-5,10,-2,0,10,-29,-0.8
O=S(=O)(Cc1ccccc1Cl)NCCc1ccccc1,2,-2,-1,8,2,0,11,25,1.6
Cc1csc(-c2cnn(-c3ccccc3)c2NC(=O)c2ccc(C(F)(F)F)cc2)n1,10,0,23,38,-2,-6,18,-12,-1.0
C=C1C(=O)[C@@]23[C@H](O)C[C@@H]4C(C)(C)CC[C@H](O)[C@]4(C)[C@@H]2C[C@H](O)[C@@H]1[C@H]3O,21,10,7,18,-5,-3,10,83*,17
O=C(O)c1csc(-c2cccc(Cl)c2)n1,-7,-2,10,5,-3,-2,1,12,0.4
Brc1ccc(N=C(c2ccccc2)c2ccncc2)cc1,16,0,-17,3,1,-12,24,-8,0.7
CN(CC(=O)Nc1ccccc1)CC(=O)Nc1ccc(F)cc1,-8,-1,-8,5,-5,0,8,9,0.2
O=S(=O)(NCc1ccccc1)NCc1ccccc1F,27,-3,16,0,0,-1,10,39,-0.4
CC(=O)c1ccc(-c2cccc(-c3cc(=O)oc4ccc(C(C)(C)C)cc34)c2)cc1,/,/,-5,32,4,3,18,24,1.3
CN(c1ccccc1)S(=O)(=O)c1ccc(C(=O)NCCc2ccccc2)cc1,32,-2,8,25,-2,-1,-5,-12,2.2
Oc1[nH]c2ccccc2c1OCc1ccncc1,21,0,-20,5,0,1,-16,28,-1.7
Cc1cc(S(=O)(=O)N2CCCC(N3CCOCC3)C2)c(C)cc1Cl (stereo not given),17,0,-35,16,-4,1,-36,11,0.7
O=C(COc1ccccc1[N+](=O)[O-])c1ccccc1,11,-1,10,-1,0,-2,9,21,2.9
O=C(COC(=O)c1ccc[nH]c1=O)NCCc1ccc(F)cc1,-1,-4,15,-20,0,0,9,24,0.1
Cc1cc(=O)[nH]c2c1c(-c1ccccc1)nn2C,20,-2,1,22,2,3,-6,21,-1.0
COc1ccccc1OCCCOc1c(C)cc(C)cc1Br,13,-3,-6,2,2,16*,3,5,3.1
C/C(=C/c1ccccc1)C(=O)N1CC(C)OC(C)C1 (stereo not given),-1,-1,-4,5,1,-3,13,-6,-0.7
Cc1cnc(NC(=O)Cc2ccccc2Cl)s1,2,1,1,11,-6,1,-12,19,2.2
Cc1ccccc1NC(=O)Cc1nc(COC(=O)c2ccc([N+](=O)[O-])cc2)cs1,24,14,2,-11,-2,4,9,8,-0.6
O=C(COC(=O)C1=Cc2ccccc2OC1)NCc1ccccc1,23,-2,-1,0,-1,2,0,7,-0.9
Cc1ccn2cc(-c3cccc(NS(C)(=O)=O)c3)nc2c1,12,-2,3,10,1,-1,7,-48,2.0
Cc1ccc(S(=O)(=O)N2CCSC2c2ccco2)cc1 (stereo not given),28,0,-21,3,-2,2,19,11,-0.5
O=C(Nc1cnn(Cc2ccc(Cl)cc2)c1)C1CCCC1,10,-5,23,20,5,-3,21,20,-0.8
Cc1ccc(C)c(-n2cc(CN3CCCN(C=O)CC3)c(-c3ccccc3)n2)c1,-1,-2,14,16,0,-1,11,-8,1.6
O=C(NC(=O)c1ccccc1)Nc1ccccc1,45,-2,11,15,-8,10,28,-73,-4.2
Cc1nc(N)nc(C)c1Cc1ccccc1,-2,-2,-5,7,-2,-1,5,-5,-2.2
O=C(C1CCC1)N1CCN(c2ccc(Cl)cc2)CC1,11,-2,-8,10,-2,-2,7,14,2.6
CCOc1ccc2c(c1)sc(N)[n+]2Cc1cc(C)cc2cccnc12,33,-2,8,35,2,-4,25,58*,-0.8
Cc1nn(-c2ccc(Cl)cc2)c2sc(C(=O)c3c(N)n(C)c(=O)n(C)c3=O)cc12,3,-1,-22,-14,4,2,-6,-7,0.0
CC(=O)N1CCN(C(=O)C(Cc2ccccc2)NC(=O)c2ccccc2)CC1 (stereo not given),20,-2,15,11,-2,1,8,13,3.2
CCCCc1c(C)nn(-c2nnc3c4ccccc4n(CC)c3n2)c1C,9,10,26,30,29,5,39,39,3.3
CCOc1ccc(NC(=O)CSc2nnc(N)s2)c([N+](=O)[O-])c1,7,0,-2,2,1,-1,2,1,-1.3
O=C(O)CCC(=O)N(Cc1ccco1)c1nc(-c2ccccc2)cs1,3,-1,-4,15,-2,5,17,-12,-2.2
Cc1ccc2[nH]cc(CCNC(=O)/C=C/c3ccco3)c2c1,9,-1,-9,42,-3,-4,-2,0,-0.2
NNc1nnnc2c1sc1nc(N3CCOCC3)c3c(c12)CCCC3,17,0,5,18,7,0,-1,26,1.1
COc1ccc(S(=O)(=O)Nc2nc3ccccc3s2)cc1,-5,-5,1,15,2,-8,9,-16,-1.3
COCCNC(=S)N1CCC(NC(=O)Nc2ccc(C)cc2)CC1,6,-1,-12,-3,-2,-1,0,2,-1.3
CC(=O)Nc1ccc(S(=O)(=O)NCCC(=O)NC2CCCCCC2)cc1,-1,-1,9,14,-1,1,17,5,1.0
CCN(C(=O)COc1ccc(N(C)S(=O)(=O)c2ccc(NC(C)=O)cc2)cc1)C1CCCCC1,16,-2,15,14,-3,4,13,-7,-1.5
O=C(Nc1ccc2ncccc2c1)c1cc(Cl)ccc1Cl,34,-2,2,-3,0,0,25,-5,2.6
CC(C)NC(=O)c1ccccc1NC(=O)CS(=O)(=O)Cc1ccccc1,7,4,-4,13,-1,0,18,-7,-0.4
CCOc1ccc(NC(=O)CC2C(=O)N(c3ccccc3)C(=S)N2Cc2ccccn2)cc1 (stereo not given),6,-1,11,28,-1,-1,26,26,6.3
Cc1ccc(O)c(C(=O)c2cc(C(=O)NCCc3ccccc3)c(=O)n(CCc3ccccc3)c2)c1,9,1,21,14,-1,5,7,49,0.1
CCc1nc2ccc(Cc3ccc4nc(CC)[nH]c4c3)cc2[nH]1,10,0,24,1,3,-1,24,10,1.5
OC1(c2ccc(F)cc2)CCN(Cc2ccccc2)C1 (stereo not given),22,-5,-5,-10,-1,4,-13,5,-0.6
Cc1ccc(S(=O)(=O)NCCCCCC(=O)Nc2nccs2)cc1,10,-1,-35,-8,-2,3,-4,3,-2.9

# Records above printed as active in NR3A LBD binder:
smiles,NLRP3 yeast inh,APJ agonist,UPR XBP1 act,NR3A LBD binder,Mdm2-MdmX inh
COc1ccccc1OCCCOc1c(C)cc(C)cc1Br,13,-3,2,16*,5
